# AID inhibitor: blocks human AID cytidine deaminase activity. Q9GZX7. AID deamination FRET fluorescence, UDG-coupled, 4 h. Potency, µM (doses to about 115 µM), inactives show at the highest dose activity change, negative = inhibition, usual class: inhibitors. 91,000 tested, 0.32% active. AID 1347428; note: nearly all actives have a fitted effect of over 25% in size
# Target sequence (Q9GZX7 whole entry, looked up): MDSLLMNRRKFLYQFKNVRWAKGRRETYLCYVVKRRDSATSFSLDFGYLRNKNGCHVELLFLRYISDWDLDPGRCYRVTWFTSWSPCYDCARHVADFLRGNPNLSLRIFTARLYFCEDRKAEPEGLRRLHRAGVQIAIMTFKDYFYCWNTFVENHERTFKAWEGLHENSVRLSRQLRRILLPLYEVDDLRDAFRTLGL
# UDG counter: blocks uracil-DNA glycosylase in AID counter-screen; 91,000 tested, 0.14% active; FRET deamination/UDG coupled assay, UDG read, 4 h; Potency, µM (doses to about 115 µM), for inactives: at the highest dose activity change, negative = inhibition, actives largely listed as inhibitors; note: nearly all actives have a fitted effect of over 65% in size
# * marks the source's active call; other numbers are inactive results; ? = inconclusive; [ ] = remark or other dose. Calls come from the whole dose curve; as a rule, active = well fitted curve in the direction sought with a large enough effect; inconclusive = small, poorly fitted or top-dose-only effect, or another doubt; inactive = no such curve, though single readings can be large; an effect the other way counts as inactive or inconclusive. % is set by controls: 0 for no effect and ±100 for the full control effect; potency is the fitted concentration of half-maximal effect. The list is partial. The share of hits here may be higher or lower than overall.
# Values run as follows: AID inhibitor	UDG counter
- CCn1nc(C(=O)NC(CC(=O)OC)c2ccc(F)cc2)c2ccccc2c1=O (stereo not drawn)
  -12%	-1%
- CCCCc1cnc2c(c1SCC(=O)Nc1ccccc1C(=O)OCC)c(=O)n(C)c(=O)n2C
  -13%	2%
- CC(C)(C)OC(=O)N1CCC(N2CCN(Cc3ccccc3)C(=O)C2=O)CC1
  4%	?
- CCOC(=O)CNc1cccc(C(=O)O)c1
  3%	6%
- COc1ccc(NC2=CC(c3cccc(OC)c3)N(c3ccc(OC)cc3)C2=O)cc1 (stereo not drawn)
  -1%	-6%
- COc1ccc(NC(=O)C2(S(=O)(=O)c3ccc(C)cc3)CC2)c(OC)c1
  -4%	-6%[57.5 µM]
- COc1ccc2c(C)c(CC(=O)Nc3ccc4c(c3)OCCO4)c(=O)oc2c1C
  -5%	-2%
- O=C(Cc1c[nH]c2ccccc12)OCc1ccccc1Cl
  2%	-4%
- CCc1ccc(-c2nn(CC(=O)NCc3ccccc3)c3c2cnc2ccc(C)cc23)cc1
  28%	37%[activator]
- O=C1CCc2cc(S(=O)(=O)NCc3ccccc3)cc3c2N1CCC3
  -4%	6%
- Cc1cccc(-c2noc(-c3cn(CC(=O)NCc4cccs4)c4nc(C)ccc4c3=O)n2)c1
  ?	25%
- COc1ccc(OC)c(-c2cc(C(=O)NCCc3ccccc3)c3c(-c4ccc(C)cc4)[nH]nc3n2)c1
  -11%	-15%
- CCc1ccccc1NC(=O)c1cnn(-c2ccc(F)cc2)c1C1CCNCC1
  26%	14%
- CC(CNC(=O)c1ccc(Nc2nc3ccccc3n3nnnc23)cc1)c1ccccc1 (stereo not drawn)
  -1%	-7%
- COc1ccc(N(Cc2cccs2)C(=O)c2ccccc2C)cc1
  ?	0%
- N#CC(C#N)=CNc1nc(-c2ccc3c(c2)CCCC3)cs1
  -24%	8%
- CCCCn1c(SCC(=O)NC(C)(C)C)nc2ccccc2c1=O
  -15%	0%
- O=C(CSc1nccn1Cc1ccco1)Nc1cc(C(F)(F)F)ccc1Cl
  ?	-10%
- CC(=O)Nc1cc(-c2nc3cc(Cl)ccc3o2)ccc1C
  19%	13%
- O=C(CS(=O)(=O)c1cccc2nsnc12)NCc1ccc(Cl)cc1
  -17%	-4%
- COc1cccc2c1Oc1ncccc1N(C(=O)CCC(=O)NC(C)C)C2
  -24%	-1%
- Nc1cccc(Nc2ccccc2)c1
  -27%	-21%
- CCCn1nc(C(=O)NCCC(=O)N2CCCC2)c2ccccc2c1=O
  -3%	4%
- CC1CCc2nc3ncn(Cc4ccccc4F)c(=O)c3cc2C1 (stereo not drawn)
  -13%	16%
- O=C(O)Cc1sc(Nc2ccccc2Cl)nc1-c1ccccc1
  0%	7%
- COc1ccc(-c2noc(CSCC(=O)Nc3cccc(C(F)(F)F)c3)n2)cc1OC
  -8%	4%
- CCOc1ccc(S(=O)(=O)NCC(c2ccc(N(C)C)cc2)N2CCc3ccccc32)cc1 (stereo not drawn)
  -17%	-4%
- O=C(CCn1nc(-c2ccccc2)c2ccccc2c1=O)Nc1ccccc1
  14%[57.5 µM]	-1%[57.5 µM]
- CCCOc1ccc(OCC(=O)Nc2ccc3oc(C)nc3c2)cc1
  -5%	-2%
- O=C(CCC1CCCC1)N1CCN(CC2CC=CCC2)CC1 (stereo not drawn)
  -4%	-6%

# Going on with the list:
# Values run as follows: AID inhibitor	UDG counter
- CCCCN(CCCC)CCNC(=O)CN1C(=O)CSc2ccc(S(=O)(=O)N3CCCCC3)cc21
  8%	-8%
- Cc1oc(-c2ccccc2)nc1C(=O)NCCCN1CCCC1=O
  11%	1%
- CCc1nn(CC(=O)NCCCN(CC(C)C)CC(C)C)c(=O)c2cc3sc(C)cc3n12
  4%	-5%
- O=C(Cn1nc2c(cc1=O)CCCC2)NCc1ccc(Cl)cc1
  6%	-12%
- CCN(CC)S(=O)(=O)c1ccc(C(=O)Nc2nn[nH]n2)cc1
  -1%	-3%
- COC(=O)c1c(C)[nH]c(C(=O)C(C)OC(=O)c2ccc(F)cc2)c1C (stereo not drawn)
  -7%	-6%
- COc1ccccc1N1CCN(C(=O)C2CCN(S(=O)(=O)c3cccs3)CC2)CC1
  12%	?
- O=C(Cn1c(=O)n(-c2ccccc2Cl)c(=O)c2sc3ccccc3c21)NC1CCCCC1
  4%	-7%
- COc1ccccc1C1(CC#N)CCOC(C)(C)C1 (stereo not drawn)
  -3%	1%
- CCOC(=O)C(CC)Sc1ncnc2c1c(-c1ccccc1)cn2-c1ccc(OC)cc1 (stereo not drawn)
  -16%	-2%
- COc1cc(Cl)c(C)cc1NC(=O)CSc1nc2c(c(=O)[nH]1)CCC2
  77%[activator]	-11%
- Oc1c(C(Nc2ccccn2)c2ccccc2F)ccc2cccnc12 (stereo not drawn)
  1%	-4%
- CCN(CC(=O)NCc1cccs1)C(=O)C1CC(=O)N(c2cccc3ccccc23)C1 (stereo not drawn)
  2%	4%
- Cc1ccc(NS(=O)(=O)c2ccc3oc(=O)c4ncn(C)c4c3c2)cc1C
  -6%	-10%
- Cc1ccc(Nc2nc(CSc3nnc4n3CCCCC4)cs2)cc1
  2%	-7%
- CC(C)c1ccc(/C=C(\C#N)C(=O)NC2CCCCCC2)cc1
  5%	3%
- Brc1ccc(-c2noc(-c3ccncc3)n2)cc1
  -6%	0%
- COc1ccc(NC(=O)Cn2c(=O)n(Cc3nc(-c4ccccc4)no3)c(=O)c3cc4c(cc32)OCO4)c(OC)c1
  1%	0%
- CCOc1ccc(NC(=O)Nc2c(C)n(C)n(-c3ccccc3)c2=O)cc1
  8%	-1%
- C=CCNC(=S)Nc1cccc(C(F)(F)F)c1
  9%	0%
- COC(=O)c1ccc2c(c1)N(Cc1cc(C)ccc1C)C(=O)c1ccccc1S2(=O)=O
  0%	19%
- COc1ccccc1N1CCN(c2csc3ccccc3c2=O)CC1
  -10%	0%
- O=C(c1ccc(C(F)(F)F)cc1)N1CCN(C/C=C/c2ccccc2)CC1
  -3%	-4%
- CCOC(=O)c1c(NC(=O)CCN2CCOCC2)sc2c1CC(C)(C)OC2
  -9%	?
- Cc1cc(NC(=O)c2cccnc2)c(C)cc1I
  4%	8%
- CCCCCCSC1=C(C#N)C(c2ccc(C)cc2)CC(=O)N1 (stereo not drawn)
  -6%	4%
- CCc1c(C)c2ccc(O)c(CN3CCN(c4ccc(F)cc4)CC3)c2oc1=O
  -8%	-22%
- Cc1cc(C)c2oc(=O)cc(CN3CCN(c4ccccc4)CC3)c2c1
  -8%	-14%
- Cn1c(=O)c2ccccc2n(CC(=O)Nc2ccc(Cl)cc2F)c1=O
  4%	0%
- COCCNC(=O)CCCN1C(=O)CCn2nc(-c3cccn3C)cc21
  53%[activator]	9%

# Ordered by the number under AID inhibitor (largest number first): three from the list above.
molecule	AID inhibitor
COc1ccccc1N1CCN(C(=O)C2CCN(S(=O)(=O)c3cccs3)CC2)CC1	12%
Cn1c(=O)c2ccccc2n(CC(=O)Nc2ccc(Cl)cc2F)c1=O	4%
COc1ccccc1N1CCN(c2csc3ccccc3c2=O)CC1	-10%

# Back to the main list; the 2 compounds before the break are reprinted first.
# Values run as follows: AID inhibitor	UDG counter
- Cn1c(=O)c2ccccc2n(CC(=O)Nc2ccc(Cl)cc2F)c1=O
  4%	0%
- COCCNC(=O)CCCN1C(=O)CCn2nc(-c3cccn3C)cc21
  53%[activator]	9%
- Cc1ccc(-n2ncc(C(=O)NCc3ccc4c(c3)OCO4)c2C2CCN(C(=O)OC(C)(C)C)CC2)c(C)c1
  ?	-21%
- CCN(c1ccc(OC)cc1)S(=O)(=O)c1nnc(NC(=O)COc2ccc(F)cc2)s1
  19%	-7%[57.5 µM]
- COc1cccc(C(=O)NN2CC(O)=C(c3nc(-c4ccc(Cl)cc4)cs3)C2=N)c1
  -3%	-2%
- COc1cccc(-c2nnc(-c3ccccc3NC(=O)c3cccc(C(F)(F)F)c3)o2)c1
  13%	-5%
- CCOC(=O)c1c(C)[nH]c(C)c1S(=O)(=O)N1CCCC(C(=O)Nc2ccccc2OCC)C1 (stereo not drawn)
  17%	-9%
- Cn1c(=O)oc2cc(S(=O)(=O)Nc3ccc(O)cc3)ccc21
  56%[activator]	-7%
- CN1CCC(N(C)C(=O)CCn2ccc3ccccc32)CC1
  -9%	-4%
- CCCCN(C)CCNC(=O)C1CCN(c2nc3ccc(CC)cc3s2)CC1
  1%	1%
- Cc1ccc(CN(CCc2ccccc2)C(=O)c2cccc(C#N)c2)s1
  -22%	-11%
- Cc1ccc(CN2C(=O)C(O)(c3c[nH]c4ccccc34)c3cc(Cl)ccc32)cc1 (stereo not drawn)
  ?	-7%
- CC(C)OCCCNC(=O)c1cccc(CS(C)(=O)=O)c1
  -5%	2%
- O=C(NC1CCN(Cc2ccccc2)CC1)C(F)(F)F
  4%	4%
- CC(=O)c1c(C)[nH]c(C(=O)NCCc2ccc(F)cc2)c1C
  7%	5%
- CCOC(=O)c1ccccc1NC(=O)CSc1cn(CC(=O)N2CCOCC2)c2ccccc12
  14%	-4%
- CCc1nc2nc(C)cc(Nc3cc(C)ccc3C)n2n1
  -2%	-8%
- Cc1ccc(NC(=O)CCc2c[nH]c3ccccc23)cc1Cl
  -8%	0%
- COc1ccccc1NC(=O)C(=O)NCCc1csc(-c2cccc(F)c2)n1
  10%	7%
- Cc1ccc(-c2cc(C(F)F)n3ncc(C#N)c3n2)cc1
  -7%	2%
- CCOc1ccc(S(=O)(=O)N2CCN(c3ccc(C)cc3C)CC2)c2ccccc12
  -17%	-5%
- O=C(Nc1ccc(Br)cc1)c1cc(S(=O)(=O)NC2CCCC2)ccc1F
  15%	-1%
- CCC(Oc1ccc(F)cc1)C(=O)Nc1nc2c(s1)CCCC2 (stereo not drawn)
  -15%	11%[57.5 µM]
- CC1=C(c2ccccc2)[N+](=O)C(C)(c2ccc(C)cc2)N1[O-] (stereo not drawn)
  -4%	3%
- COc1cc(OC)cc(-c2nc3nc(C)c(CCC(=O)Nc4ccc(Cl)cc4)c(C)n3n2)c1
  -2%	-10%
- CN(C)c1cc(CNC(=O)/C=C/c2cccc(F)c2)ccn1
  -3%	3%
- O=C(NC1CCCC1)N1CCCC1
  1%	5%
- COc1cccc(NC(=O)C2CCN(c3ccc(Sc4ccc(C)cc4)nn3)CC2)c1
  -2%	-12%
- Clc1ccc(-c2cn3c4ccccc4n(CCN4CCOCC4)c3n2)cc1
  -8%	-3%
- CC(C)c1ccc(NC(=O)c2ccc(F)c(S(=O)(=O)N3CCc4ccccc4C3)c2)cc1
  33%[activator]	-13%
- Cn1c(NC(=O)c2ccc(F)c(F)c2)cc(=O)n(C)c1=O
  1%	-2%
- COc1ccc(CC(=O)Nc2cc(-c3cn4cccnc4n3)ccc2OC)cc1
  55%[activator]	4%[57.5 µM]

# Retrieved by compound from above (4):
# Values run as follows: AID inhibitor	UDG counter
- Cc1oc(-c2ccccc2)nc1C(=O)NCCCN1CCCC1=O
  11%	1%
- COc1ccc(N(Cc2cccs2)C(=O)c2ccccc2C)cc1
  ?	0%
- COc1ccccc1NC(=O)C(=O)NCCc1csc(-c2cccc(F)c2)n1
  10%	7%
- CCc1ccccc1NC(=O)c1cnn(-c2ccc(F)cc2)c1C1CCNCC1
  26%	14%

# (continued)
# Values run as follows: AID inhibitor	UDG counter
- CC(C)(C)CC(=O)Nc1ccncc1
  -4%	-9%
- COc1cccc(Cc2nc3ccccc3nc2SCC(=O)N2CCc3ccccc32)c1
  -11%	-15%
- CCCOc1ccc(-c2nc(C#N)c(NCc3ccccc3Cl)o2)cc1
  3%	-4%
- CCn1c(SCc2cc(=O)n3[nH]cc(C#N)c3n2)nnc1-c1ccc(Cl)cc1
  25%	4%
- Cc1ccc(N(CC(=O)N2CCN(c3ccc(Cl)cc3)CC2)S(=O)(=O)c2c(C)noc2C)cc1
  16%	-12%
- O=S(=O)(Nc1cccc(-c2ccc(N3CCCCC3)nn2)c1)c1cccs1
  -21%	-26%
- C#CCN1CCC(C(=O)NCCNC(=O)c2ccccc2)CC1
  1%	5%
- CC(=O)NC1(C(=O)NCC(=O)NC(C)(C)C)CCCCC1
  11%	4%
- CCC(=O)Nc1nnc(S(=O)(=O)N2CCCCCC2)s1
  -28%	-3%
- COc1ccc(NC(=O)c2cnc(SCC(=O)Nc3nc4ccc(C)cc4s3)n(C)c2=O)cc1
  3%	-4%
- CCOc1ccc(NC(=O)/C=C/c2ccccc2)cc1
  -17%	-16%
- CC(C)=CC(=O)NC(C)c1cc(C)sc1C (stereo not drawn)
  -5%	-9%
- COc1ccccc1CNC(=O)c1ccc2c(c1)CCN2S(=O)(=O)c1ccc(Cl)cc1
  ?	-4%
- Cc1cc(C)cc(NC(=O)C(=O)NCC(c2cccnc2)N2CCN(c3ccccc3)CC2)c1 (stereo not drawn)
  3%	13%
- COc1cc(C)c(Cl)cc1S(=O)(=O)NCCc1c(C)[nH]c2ccccc12
  9%	11%
- CC1=C(C(=O)N2CCCCC2)C(c2cccc(Cl)c2)n2c(nc3ccccc32)N1 (stereo not drawn)
  8%	-13%
- Cc1ccc(C)c2sc(NC(=O)c3ccc(S(=O)(=O)N4CCCC4)cc3)nc12
  17%	2%
- CCc1ccccc1NC(=O)c1cc2nc(-c3ccc(OC)c(OC)c3)cc(C(F)(F)F)n2n1
  -18%	-3%
- Cc1ccc(Cl)cc1NC(=O)Cn1c(=O)n(CCC(=O)NCc2ccc3c(c2)OCO3)c(=O)c2sccc21
  8%	-5%
- CCOc1ccc(-c2nn(CC(=O)NC3CCCC3)c3c2cnc2ccc(F)cc23)cc1
  8%	17%
- O=C(COc1ccccc1[N+](=O)[O-])N1CCC(c2nc3ccccc3o2)CC1
  ?	7%[57.5 µM]

# Bioassay records as filed in PubChem.
